TRb-SRC2 inh = qHTS for Inhibitors of the Interaction of Thyroid Hormone Receptor and Steroid Receptor Coregulator 2 | Thyroid hormone receptor beta (Homo sapiens), P10828 | Potency, µM (doses to about 106 µM), inactives show at the top dose activity change, negative = inhibition, usual class: inhibitors | TRbeta-SRC2 peptide binding, fluorescence polarization; receptor liganded with 1 µM T3 | AID 1469, 2008 | 280,000 compounds, 0.065% hits;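 also: plate controls were bound peptide for no effect and peptide without receptor for full effect; nearly all actives have a fitted effect of over 50% in size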
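Fluorescence polarization of 20 nM Texas Red SRC2 peptide with 0.6 uM human TRb ligand-binding domain, in Tris buffer with 1uM T3 and 5% DMSO. Incubated 5 hr ambient; normalized to unbound and bound controls.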
TexasRed fluor = Total Fluorescence Counterscreen for Inhibitors of the Interaction of Thyroid Hormone Receptor and Steroid Receptor Coregulator 2; Potency, µM (titrated, usually from 106 µM), inactives show at the highest dose fluorescence change, negative = quenching; TRb/SRC2 Texas Red total fluorescence interference; 280,000 compounds, 0.29% hits; AID 1479, 2009; active = well fitted curve in either direction with a large enough effect; inconclusive = small, poorly fitted or top-dose-only effect; also: % is scaled to controls: 0 for no effect and ±100 for the full control effect
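Human TRb ligand-binding domain at 0.6 uM with 20 nM Texas Red SRC2 peptide in Tris buffer containing 1 uM T3 and 5% DMSO, incubated with compound 5 h at ambient temperature. Total fluorescence (555/632 nm) calculated as parallel + 2 × perpendicular.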
SMN2 splice up = qHTS Assay for Enhancers of SMN2 Splice Variant Expression; HEK293 SMN2-luciferase splicing reporter, luminescence, 30-36 h; Potency, µM (highest dose often 46.1 µM), for inactives: top-dose activity change, positive = activation, hits mostly activators; 210,000 compounds, 2.8% hits; AID 1458, 2008; also: % of control where 0% means no effect; nearly all actives have a fitted effect of over 55% in size
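HEK293 cells carry an SMN2 […]–luciferase reporter in which exon 7 inclusion puts luciferase in frame. Cells were plated 10-12 h before compound addition, then incubated 30-36 h at 37C. ONE-Glo luminescence was read; sodium butyrate at 4.5 mM final served as control.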
GoLoco inh red = qHTS Assay for Inhibitors of RGS12 GoLoco Motif Activity (Red Fluorophore). Guanine nucleotide-binding protein G(i) subunit alpha-1 (Homo sapiens), P63096. Gai1:RGS12 GoLoco peptide FP, rhodamine, 10 min. 230,000 compounds, 0.44% hits. Potency, µM (titrated, usually from 61.6 µM), for the others: top-dose activity, negative = inhibition, actives largely listed as inhibitors; active = well fitted inhibition curve with a large enough effect, not every such curve was filed as active; inactive = no such curve, though single readings can be large or run the other way; also: % is scaled to controls: 0 for no effect and ±100 for the full control effect; nearly all actives have a fitted effect of over 30% in size; many of its hits are not listed in these tables
Target sequence (P63096 whole entry, looked up): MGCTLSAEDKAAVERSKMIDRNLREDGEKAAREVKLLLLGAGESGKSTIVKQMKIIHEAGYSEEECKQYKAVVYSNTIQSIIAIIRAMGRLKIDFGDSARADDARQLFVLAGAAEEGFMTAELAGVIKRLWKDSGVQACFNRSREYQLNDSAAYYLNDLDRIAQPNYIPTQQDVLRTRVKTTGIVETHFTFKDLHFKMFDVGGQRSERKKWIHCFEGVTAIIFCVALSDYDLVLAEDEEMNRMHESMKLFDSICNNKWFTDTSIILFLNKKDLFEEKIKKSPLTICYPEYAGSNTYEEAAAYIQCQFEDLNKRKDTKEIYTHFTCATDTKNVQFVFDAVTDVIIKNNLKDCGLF
KDM4E inh = qHTS Assay for Inhibitors of Human Jumonji Domain Containing 2E (JMJD2E) | Lysine-specific demethylase 4E (Homo sapiens), B2RXH2 | JMJD2E catalytic domain, FDH-coupled NADH fluorescence (FDH is formaldehyde dehydrogenase) | Potency, µM (titrated, usually from 57.1 µM), without a hit: top-dose activity change, negative = inhibition, most hits filed as inhibitors | 230,000 compounds, 1.6% hits; active = well fitted inhibition curve with a large enough effect, not every such curve was filed as active; inconclusive = small, poorly fitted or top-dose-only effect, or another doubt; inactive = no such curve, though single readings can be large or run the other way;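 also: 0% = wells with enzyme and -100% = buffer wells without enzyme; nearly all actives have a fitted effect of over 50% in size; many of its hits are not listed in these tables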
Target sequence (B2RXH2 1-337 limits assumed): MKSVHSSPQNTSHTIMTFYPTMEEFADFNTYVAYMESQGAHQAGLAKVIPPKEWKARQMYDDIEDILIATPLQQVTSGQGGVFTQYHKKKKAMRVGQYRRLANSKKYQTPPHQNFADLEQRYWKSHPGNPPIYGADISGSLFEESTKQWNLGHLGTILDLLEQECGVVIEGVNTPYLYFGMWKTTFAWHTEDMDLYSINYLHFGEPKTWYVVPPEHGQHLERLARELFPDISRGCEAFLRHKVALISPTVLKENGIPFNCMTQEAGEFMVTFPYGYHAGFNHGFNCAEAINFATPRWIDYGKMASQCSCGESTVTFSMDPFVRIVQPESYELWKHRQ
Lamin A splicing = qHTS Assay for Modulators of Lamin A Splicing | HeLa LMNA splicing GFP/RFP minigene ratio, 48 h | Potency, µM (series often up to 46.1 µM), for the others: top-dose ratio change, negative = inhibition, most hits filed as inhibitors | 200,000 compounds, 0.01% hits | AID 1487, 2009; active = well fitted inhibition curve with a large enough effect in the signal ratio, with a control signal flat, not every such curve was filed as active; inconclusive = small, poorly fitted or top-dose-only effect, or effect the other way, or a change in a side signal; the % refers to the signal ratio; also: % is scaled to controls: 0 for no effect and ±100 for the full control effect
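S3 HeLa cells stably expressing lamin A-EGFP splicing minigene plus DsRed2, 600 cells/well, 48 h compound exposure at 37C. Laser-scanning cytometry; analysed as GFP (500-530 nm)/RFP (575-640 nm) total intensity ratio; 0.5% DMSO vehicle.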
RECQ1 inh = qHTS Assay for Inhibitors of RecQ-Like Dna Helicase 1 (RECQ1); AID 2549, 2010; ATP-dependent DNA helicase Q1 (Homo sapiens), P46063; RECQ1 DNA unwinding, red fluorescence kinetic read; 240,000 compounds, 0.54% hits; Potency, µM (doses to about 57.3 µM), without a hit: at the top dose activity, negative = inhibition, hits mostly inhibitors;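 also: plate controls were vehicle for no effect and no enzyme for full effect; nearly all actives have a fitted effect of over 30% in size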
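RECQ1T1 50 nM; forked duplex (20 bp + 30-nt ss tails) 200 nM, ATP 2 mM final; pH 8.0, 2 mM MgCl2, 2.5 ug/ml poly(dI-dC); 15 min compound preincubation; discontinuous kinetic read over 2 h at RT.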
ALDH1A1 block = qHTS Assay for Inhibitors of Aldehyde Dehydrogenase 1 (ALDH1A1); Potency, µM (series often up to 75.3 µM), inactives show top-dose activity, negative = inhibition, hits mostly inhibitors; 220,000 compounds, 7.3% hits; Purified ALDH1A1, NADH fluorescence, propionaldehyde substrate; Aldehyde dehydrogenase 1A1 (Homo sapiens), P00352; AID 1030, 2008; active = well fitted inhibition curve with a large enough effect, not every such curve was filed as active; inconclusive = small, poorly fitted or top-dose-only effect, or another doubt; inactive = no such curve, though single readings can be large or run the other way;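 also: plate controls were no enzyme wells and a reference inhibitor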
Starred values were filed as active, the others as inactive; i = inactive; ? = inconclusive; nt = no result given; & = joins results of further samples; [ ] = dose if it differs, or a comment. Unless noted, calls follow the shape of the dose curve; as a rule, active = well fitted curve in the direction sought with a large enough effect; inconclusive = small, poorly fitted or top-dose-only effect, or another doubt; inactive = no such curve, though single readings can be large; an effect the other way counts as inactive or inconclusive. Potency is read from the fitted curve at half-maximal effect. These rows are one share of the data; rates above refer to the full screens.

Structure	TRb-SRC2 inh	TexasRed fluor	SMN2 splice up	GoLoco inh red	KDM4E inh	Lamin A splicing	RECQ1 inh	ALDH1A1 block
COc1ccc(-n2nnnc2-c2cnc3cc4c(cc3c2C)OCO4)cc1	3%	1%	-28%	5%	-20%	4%	-7%	-3%
CC(C)CCNC(=O)Cc1ccccc1[N+](=O)[O-]	-1%	3%	3%	-4%	2%	4%	-5%	1%
O=C(Nc1ccccc1)C12CC1/C(=N\O)c1ccccc1O2 (configuration not stated)	5%	-2%	-7%	4%	nt	nt	-2%	?
Cc1ccc(NNC(=O)c2ccno2)cc1Cl	-12%	-3%	nt	15%	-26%	?	-3%	14µM*
COc1ccc(Sc2cnn(-c3ccccc3)c(=O)c2Cl)cc1	8%	1%	-9%	5%	3%	?	-11%	2%
O=C(NCc1ccco1)c1c(F)cccc1Cl	-3%	0%	-5%	1%	3%	-8%	4%	-9%
CCCC(NCC(O)COc1ccc(-c2ccccc2)cc1)c1ccccc1 (configuration not stated)	6%	-2%	-14%	0%	2%	nt	i	-9%
COC(=O)C1=C(C(=O)OC)C2(OC1c1ccc(Br)cc1)C(=O)c1ccccc1C2=O (configuration not stated)	-1%	-6%	7%	-8%	-13%	-9%	i	-13%
COc1ccc(OCc2nn3c(-c4ccccn4)nnc3s2)cc1	-3%	-2%	nt	nt	3%	-4%	0%	?
CCN(CC)C(=O)CSc1nc2cc3c(cc2c(=O)n1CCCC(=O)NCc1ccc(OC)cc1)OCO3	5%&-1%	-1%&-6%	-15%	-56%	1%	-14%[46 µM]	9%	1%
CCCc1cc(=O)[nH]c(SCc2ccccc2)n1	-6%	3%	?	5%	-6%	3%	-14%	?
COc1cccc(NC(=S)NNC(=O)c2ccccc2OC(F)F)c1	-4%	0%	-20%	9%	9%	?	i	25µM*
Cc1ccc(CN2CCN(Cc3cccc(C)n3)CC2CCO)cc1 (configuration not stated)	-1%	1%	-9%	22%	-2%	nt	20%	-7%
COc1ccc(Cc2n[nH]c(=O)c3ccccc23)cc1OC	1%	-1%	-5%	9%	10%	-17%	-3%	7%
O=C(Nc1cc(S(=O)(=O)N2CCCCC2)ccc1O)c1ccccc1NS(=O)(=O)c1ccc(F)cc1	5%	-4%	-33%[inhibitor]	2%	?	?	0%	?
CCC(=O)Nc1ccc(Cl)c(NC(=O)c2cccnc2)c1	-2%	-7%	18%	8%	8%	-16%	0%	0%
COc1n[nH]c(C(=O)Nc2cc(Cl)ccc2Cl)c1[N+](=O)[O-]	-3%	4%	2%	21%	15%	nt	i	-2%
O=C(Nc1c(-c2cccs2)nc2ccccn12)c1ccc2ccccc2c1	0%	10%	2%	7%	2%	-3%	3%	-5%
O=C(Nc1ccc(CN2CCOCC2)cc1)c1ccc(-c2ccc(Br)cc2)o1	1%	-3%	-60%[inhibitor]	8%	-15%	-24%	10%	4%
CNCc1ccccc1Sc1cccc2ccccc12	6%	1%	-39%[inhibitor]	12%	0%	?	?	3%
COc1ccccc1NC(=O)C(=O)NCc1ccncc1	1%	2%	18%	-9%	6%	-4%	-7%	5%
O=C(COC(=O)CCc1ccc(S(=O)(=O)N2CCCCC2)cc1)Nc1cccc2ccccc12	-2%	2%	12%	-14%	-2%	2%	-4%	-10%
O=C(N/N=C\c1cccnc1)C1c2ccccc2Oc2ccccc21	-8%	-2%	-18%	-2%	-9%	7%[9.22 µM]	-3%	0%
CCOC(=O)c1c(C)oc2c1cc(O)c1ccccc12	3%	-1%	3%	6%	2%	11%	?	2%
Cc1nc(N2CCOCC2)[nH]c(=O)c1C	-8%	0%	4%	12%	2%	nt	5%	5%
CCC(C)NC(=O)C(=O)NCc1ccncc1 (configuration not stated)	-3%	1%	-2%	0%	13%	19%	i	13%
N#CCCn1c(=O)c(-c2ccccc2)nc2cnc(Nc3ccccc3)nc21	nt	nt	nt	72%[activator]	nt	?	-10%	12%
CCOc1cc(C(=O)NC2=NCCS2)cc(OCC)c1OCC	-4%	-1%	11%	-4%	-1%	3%[46 µM]	0%	4%
COCCCNC(=O)C1CC(=O)N(Cc2ccc(OC)cc2)C1 (configuration not stated)	-3%	0%	-12%	1%	-1%	5%	11%	5%
Cc1ccc(C(=O)CSc2nnc(-c3ccncc3)n2C)cc1	-2%	0%	10%	-6%	0%	nt	3%	10%
CCCCOCP(=O)(CC)COCCCC	-5%	-2%	-24%	-6%	-10%	11%	-3%	10%
Cc1cnc(C(=O)OCC(=O)NC2CCCCC2)cn1	-3%	-1%	6%	-1%	-1%	?	-4%	?
CCOC(=O)N1CCC(NS(=O)(=O)c2ccc3c(c2)CCN3C(C)=O)CC1	1%	-2%	-34%[inhibitor]	-2%	4%	?	0%	7%
C=CCc1ccc(OCCOCCOc2ccccc2[N+](=O)[O-])c(OC)c1	-8%	0%	-10%	-2%	2%	14%	-15%	?
CCN(C(=O)C1CCCCC1)c1nnc(-c2cccnc2)s1	-6%	1%	-14%	2%	-11%	6%	i	-14%
CCC(CO)NCC#Cc1ccccc1 (configuration not stated)	10%	-2%	6%	18%	1%	22%[46 µM]	i	6%
CN(c1ccc2nc3ccccc3c(=O)n2n1)C1CCCCC1	3%	-3%	-102%[inhibitor]	16%	-3%	nt	-11%	?
COC(=O)c1ccc(CSc2nnc(-c3ccccc3)n2C)o1	12%	-1%	21%	11%	7%	-11%[46 µM]	-5%	-10%
COc1ccccc1N1CCN(c2cnccn2)CC1	4%	-3%	3%	0%	-16%	?	i	9%
Cc1ccc(NC(=S)N(CCN(C)C)C(C)c2ccco2)cc1Cl (configuration not stated)	8%	-2%	nt	1%	-6%	nt	i	nt
CCOC(=O)C1CCN(c2c(NCc3ccc(C(=O)N(C)Cc4ccccc4)cc3)c(=O)c2=O)CC1	6%	-1%	19%	-12%	1%	nt	i	?
O=Cc1ccc(OC(=O)c2cc(Cl)nc3ccccc23)cc1	-1%	0%	-8%	4%	-13%	-11%	-4%	14µM*
Cn1c(=O)c(-c2ccc(F)cc2)nc2cnc(Oc3ccccc3)nc21	nt	nt	-5%	6%	nt	nt	1%	?
CC(=O)NC(C)C(=O)OCC(=O)c1ccc(Cl)s1 (configuration not stated)	-6%	-3%	7%	5%	-22%	5%	-5%	?
Cn1c(C(=O)N2CCCc3ccccc32)cc2sccc21	11%	-3%	-26%	9%	-8%	?	-10%	7.9µM*
CCN1CCCC(OC(=O)C(c2ccccc2)c2ccccc2)C1 (configuration not stated)	2%	0%	-9%	7%	3%	nt	-11%	7%
Nc1nc2ccc(Oc3ccccc3)cc2s1	-3%	0%	?	1%	1%	-21%	-14%	-7%
CCCCc1ccc(NC(=S)NCCc2ccc(F)cc2)cc1	1%	-1%	4%	8%	-9%	nt	i	?
CCn1c(SCC(=O)Nc2nnc(C)s2)nnc1-c1ccco1	-7%	0%	0%	6%	6%	1%	-3%	11%
OCC1(O)OC[C@@H](O)[C@H]1O (some centres not stated)	-2%	-4%	nt	-11%	5%	nt	i	nt
CN(C)CCCN(C(=O)c1ccc(S(=O)(=O)N(C)C)cc1)c1nc2ccc(F)cc2s1	-9%	-1%	17%	5%	-1%	8%[46 µM]	-2%	5%
CCOC(=O)c1sc2cc([N+](=O)[O-])cc(SCC(C)C)c2c1N	-6%	-3%	-9%	73%[activator]	7%	3%	12%	8%
COc1c(S(=O)(=O)NCCN2CCOCC2)ccc(Cl)c1Cl	-15%	-3%	?	2%	-6%	-12%	-2%	?
CC1(C)CC(NCc2ccccc2)CCO1 (configuration not stated)	-9%	1%	nt	4%	-9%	26%[46 µM]	-5%	8%
Cc1ccc(C(=O)NC(=S)Nc2nc(-c3cccc([N+](=O)[O-])c3)cs2)c(Cl)c1	-5%	-2%	-38%[inhibitor]	8%	2%	nt	-13%	2%
O=CNCCCc1nc2ccccc2n1Cc1cccc2ccccc12	3%	0%	-13%	-7%	-5%	-1%	2%	3%
Clc1cccc(Cl)c1Cn1c(-c2cccnc2Cl)nc2ccccc21	-2%	1%	-15%	5%	3%	6%	?	18%
c1ccc(-c2nc(C3CCCCC3)no2)cc1	-6%	-2%	24%	-1%	3%	-6%	3%	3%
NNC(=O)c1ccc(COc2ccccc2)cc1	-6%	-1%	-8%	-2%	7%	-5%	0%	2.2µM*
CCCCN(CCCC)CC(O)COc1ccc(Br)cc1 (configuration not stated)	-5%	1%	nt	-5%	?	nt	i	nt

Going on with the list.
Structure	TRb-SRC2 inh	TexasRed fluor	SMN2 splice up	GoLoco inh red	KDM4E inh	Lamin A splicing	RECQ1 inh	ALDH1A1 block
CCCCCC(=O)Nc1cc2[nH]c(=O)cc(COC)c2cc1C	9%	1%	3%	5%	?	-14%	-1%	?
C=CCOC(=O)C1C(=O)CC(C)(O)C(C(=O)OCC=C)C1c1ccc(OCC)cc1 (configuration not stated)	5%	-1%	2%	-1%	11%	-1%	-11%	3%
Cc1oc2c(c1C(=O)NCc1cc(C(=O)O)co1)CCCC2	5%	-5%	-2%	-1%	-2%	-2%	17%	10%
Cc1cc(C)n(CCc2nc(-c3ccc(C(C)(C)C)cc3)cs2)n1	2%	-3%	nt	nt	1%	?	-13%	?

Screening data: PubChem, National Center for Advancing Translational Sciences (NCATS)
